EPAC2 agonist: EPAC2 (human) agonism; EPAC2 activation, biochemical qHTS; response scale: 100% = 6.5 mM cAMP response; Potency, µM (highest dose often 154 µM), inactives show at the highest dose activation, hits mostly activators; actives 0.079% (n = 360,000); further: potency means the concentration at half of the fitted maximal effect; nearly all actives have a fitted effect of over 50% in size
Target sequence (Q8WZA2 whole entry, looked up): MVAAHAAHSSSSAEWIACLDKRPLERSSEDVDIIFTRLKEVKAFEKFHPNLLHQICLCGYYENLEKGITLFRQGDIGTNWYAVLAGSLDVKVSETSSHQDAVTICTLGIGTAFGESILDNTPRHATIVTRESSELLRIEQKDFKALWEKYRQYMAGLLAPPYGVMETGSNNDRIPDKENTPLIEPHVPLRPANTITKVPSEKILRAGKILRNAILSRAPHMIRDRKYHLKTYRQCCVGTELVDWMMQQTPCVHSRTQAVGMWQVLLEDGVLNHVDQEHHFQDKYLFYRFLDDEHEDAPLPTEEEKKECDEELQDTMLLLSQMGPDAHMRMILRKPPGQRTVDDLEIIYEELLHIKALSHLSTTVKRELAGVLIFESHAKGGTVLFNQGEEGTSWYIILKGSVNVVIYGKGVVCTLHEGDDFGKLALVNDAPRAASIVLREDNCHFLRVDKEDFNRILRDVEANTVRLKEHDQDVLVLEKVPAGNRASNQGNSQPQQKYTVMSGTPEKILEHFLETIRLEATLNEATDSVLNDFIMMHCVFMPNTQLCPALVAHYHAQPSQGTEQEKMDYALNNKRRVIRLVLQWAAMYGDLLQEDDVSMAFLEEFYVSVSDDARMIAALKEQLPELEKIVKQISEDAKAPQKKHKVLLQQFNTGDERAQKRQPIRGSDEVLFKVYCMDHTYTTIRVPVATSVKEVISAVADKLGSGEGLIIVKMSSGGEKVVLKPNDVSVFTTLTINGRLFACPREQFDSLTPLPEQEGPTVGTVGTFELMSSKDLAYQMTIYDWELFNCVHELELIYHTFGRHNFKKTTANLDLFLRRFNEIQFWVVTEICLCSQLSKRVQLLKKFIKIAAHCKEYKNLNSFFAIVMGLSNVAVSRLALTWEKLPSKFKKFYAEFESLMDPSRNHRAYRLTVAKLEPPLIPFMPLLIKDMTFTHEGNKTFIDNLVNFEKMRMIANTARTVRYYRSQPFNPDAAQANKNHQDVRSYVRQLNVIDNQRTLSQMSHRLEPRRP
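EPAC2 (100 nM) mixed with Rap1B loaded with BODIPY-GDP (250 nM) plus 50 uM unlabeled GDP; compounds pinned in, 5 min RT, then read every 5 min for 30 min (ex 480, em 540 nm). Normalized to cAMP control.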
D3 antag: blocks the human D3 dopamine receptor; P35462; D3R cells, DiscoveRx beta-arrestin luminescence, antagonist mode; active compounds read low; max response, negative = inhibition, %; actives 2.5% (n = 360,000); AID 652054; in the data active means max response below about -50%; inconclusive means no clear call, values can overlap the other calls; further: on the % scale 0 is the no-effect control and ±100 the full control effect; mostly tested at two doses, the higher about 12 µM
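Cells plated overnight at 1500 cells/well, then exposed to library compounds with dopamine controls for 90 minutes at 37 degrees C. DiscoveRx reagent added for 30–60 minutes at room temperature; luminescence read, quantitative HTS format.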
DRD3 agonist: agonists of human D3 dopamine receptor | D3R DiscoveRx beta-arrestin cells, luminescence, 90 min | actives 0.58% (n = 410,000) | P35462 | max activation, % | AID 652048; in the data active means max activation above about 30%; further: 0% is about no effect; mostly tested at two doses, the higher about 12 µM
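Cells at 1500/well, incubated overnight, then treated with pinned compounds (dopamine as control) for 90 min at 37 degrees C. DiscoveRx reagent added for 30 - 60 minutes at room temperature; luminescence read.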
MmCpn inh: inhibitors of Methanococcus maripaludis chaperonin (MmCpn) | purified Mm-Cpn ATPase, ADP Transcreener TR-FRET | Potency, µM (doses to about 76.9 µM), for the others: top-dose activity, negative = inhibition, actives largely listed as inhibitors | actives 0.031% (n = 330,000); further: potency means the concentration at half of the fitted maximal effect; on the % scale 0 is the no-effect control and ±100 the full control effect; nearly all actives have a fitted effect of over 80% in size
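Measured: ADP formation by purified Mm-CPN. Conditions: 25 nM protein, 10 uM ATP, Tris pH 7.4 with Mg2+, K+ and DTT, 37°C for 30 min. Detection: Transcreener HTRF after 30 min at room temperature.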
PTHR1 ag: agonists of human PTHR1 parathyroid hormone receptor; actives 0.075% (n = 410,000); AID 743266; Q03431; Potency, µM (doses to about 115 µM), for the others: at the highest dose activation, most hits filed as activators; HEK293 GP2 PTHR1 cells, GloSensor cAMP luminescence, 1 h; further: potency means the concentration at half of the fitted maximal effect; nearly all actives have a fitted effect of over 55% in size; some results filed as inactive show a strong effect at the top dose; inactives centre near -15; many of its hits are not listed in these tables
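HEK-293-derived GP2 cells expressing PTHR1 and a GloSensor cAMP reporter, 3,000/well, plated overnight, given luciferin plus IBMX (each 0.5 mM as added) for 1 h at 37 °C, then compound for 1 h at 37 °C. Luminescence was read after 15 min at room temperature.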
EPAC2 antagonist: antagonists of human EPAC2 | Potency, µM (series often up to 114 µM), inactives show at the top dose activity, negative = inhibition, hits mostly inhibitors | actives 0.18% (n = 360,000) | AID 720708 | Q8WZA2 | EPAC2 GEF exchange of Rap1B-BODIPY-GDP, fluorescence; further: potency means the concentration at half of the fitted maximal effect; on the % scale 0 is the no-effect control and ±100 the full control effect; nearly all actives have a fitted effect of over 45% in size; many of its hits are not listed in these tables
Akt phos inh: inhibitors of Akt phosphorylation; Neuro2A IGF-stimulated pAkt S473 HTRF, 20 min; active compounds read low; AID 651550; actives 0.32% (n = 360,000); activity change, % for hits at 50 µM; in the data active means activity change below about -80%; inconclusive means mostly about -51% to -80%; further: on the % scale 0 is the no-effect control and ±100 the full control effect
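Single-point screen (50 µM final compound) in Neuro2A cells stimulated 20 min with 6 nM IGF at 37 deg C. After lysis, Ser473-phosphorylated Akt read by HTRF (ex 330 nm, em 615/665 nm) as the 665/615 ratio.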
CCT chaperon mod: modulators of cytosolic chaperonin (CCT/TRiC) activity | purified chaperonin ATPase assay, HTRF ADP detection, 30 min | activity change, % (test concentration not listed), hits read low | actives 0.3% (n = 360,000); in the data active means activity change below about -30%; further: on the % scale 0 is the no-effect control and ±100 the full control effect
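TRiC (40 or 20 nM final, by batch activity) in 30 mM Tris pH 7.4, 100 mM KCl, 5 mM MgCl2, 1 mM DTT was treated with compound at 76 uM single dose, then 10 uM ATP, 30 min at 37 °C. ADP was read by HTRF Transcreener.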
An asterisk follows results filed as active; i = inactive; u = inconclusive; x = not tested or not shown; & = joins results of further samples; [ ] = another dose, or the depositor's remark. Unless noted, the call rests on the fitted dose curve; in most records, active means well fitted curve in the direction sought with a large enough effect; inconclusive means small, poorly fitted or top-dose-only effect, or another doubt; inactive means no such curve, though single readings can be large; an effect the other way counts as inactive or inconclusive.

The line under a structure holds: Akt phos inh, PTHR1 ag, D3 antag, EPAC2 agonist, MmCpn inh, DRD3 agonist, EPAC2 antagonist, CCT chaperon mod
O=C(/C=C/c1ccccc1)Nc1cccc(C(=O)N2CCCC2)c1
→ i, -42%[inhibitor], 47, 2%, x, 8, -1%, -0.9
CCOC(=O)Cn1c(=O)oc2cc(S(=O)(=O)N3CCCC(C)C3)ccc21 (stereo not drawn)
→ i, -6%, -9, -12%, -2%, -5&5, -6%, 0.0
Cc1ccc(C2C3=C(CC(C)(C)CC3=O)N=C3c4ccccc4C(=O)C32)cc1 (stereo not drawn)
→ i, -17%, u, -8%, -3%, -11, -18%, -1.1
Cn1c(=O)c2c(nc(CN3CCN(C(=O)c4ccco4)CC3)n2Cc2ccc(F)cc2)n(C)c1=O
→ i, -4%[57.5 µM], 4, -4%, x, 0, -4%, 1.0
Cn1c(=O)c2c(nc(N3CCOCC3)n2CC(=O)C23CC4CC(CC(C4)C2)C3)n(C)c1=O
→ i, -13%, 18, -10%, -2%, -1, -2%, -0.4
Cc1ccc(CN(Cc2ccco2)S(=O)(=O)c2ccc(S(=O)(=O)NCC3CCCO3)cc2)cc1 (stereo not drawn)
→ i, i, 19, -12%, -1%, 3, 7%, -0.7
O=C1NC(Cc2ccccc2)C(=O)N1CC(=O)N1CCCc2ccccc21 (stereo not drawn)
→ i, -6%, 2, 2%, 2%, 4, 0%, 0.6
Cc1ccccc1C(=O)N1CCN(S(=O)(=O)c2cccs2)CC1
→ i, -39%[inhibitor], 13, 13%, -5%, 6, 0%, -2.0
COc1cccc(OC)c1C(=O)Nc1ccc(S(=O)(=O)N2CCCCC2)cc1
→ i, i, -9, 3%, -1%, -33, -17%, -0.2
COc1ccc(CN2CCNC(=O)C2CC(=O)N(C)CC2CCOCC2)cc1C (stereo not drawn)
→ i, i, 28, 3%, 1%, 4, 0%, -0.9
CC(CNC(=O)COc1ccc2c(c1)OCO2)c1ccccc1 (stereo not drawn)
→ i, -17%, -9, 6%, 0%, -3, -2%, -4.0
C/C(=N\Nc1ccc2nncn2n1)c1ccc(Cl)s1
→ i, i, 2, 6%, 0%, -4, -11%, 1.3
CC(C)c1ccc(CN2CCSCC2)cc1
→ i, i, -17, 4%, -4%, -5, -4%, 0.1
CC(C)(C)NC(=O)CCN1CCOCC1
→ i, -8%[57.5 µM], -4, -3%, 0%, 0, -12%, -0.7
COc1cc(OC)c(C2=NOC(C(=O)Nc3ccc4c(c3)OCO4)C2)cc1Cl (stereo not drawn)
→ i, i, 12, 10%, 1%, 2, -4%, 2.9
COc1ccc([N+](=O)[O-])cc1NC1CCCCC1
→ i, -32%[inhibitor], u, 2%, 2%, 2, -13%, -23
CCOc1ccc(CCNC(=O)CCn2cccc2)cc1OCC
→ i, 5%[57.5 µM], 0, 9%, 1%, 1, 0%, -0.8
Nc1cc(=O)[nH]c(SCC(=O)NC2CCCCCCC2)n1
→ i, -73%[inhibitor], -27, 0%, 1%, -10, -14%, -1.4
C=CCn1nnnc1SCC(=O)Nc1ccc(OC)cc1
→ i, i, 6, 1%, -1%, 3, 0%, -22
O=C(Cc1ccccc1F)Nc1cc(S(=O)(=O)N2CCOCC2)ccc1N1CCOCC1
→ i, i, -5, 9%, 1%, 2, 4%, -1.9
O=C(c1ccccc1)c1ccc(C(=O)N2CCCC(C(F)(F)F)C2)cc1 (stereo not drawn)
→ i, i, u, -5%, -2%, 4, 6%, 1.4
CC(=O)Nc1cccc(-c2cnc(NC(C)=O)cn2)c1
→ x, 23%, u, 4%, x, -5, 3%, -0.2
CC(Sc1cccc[n+]1[O-])C(=O)Nc1ccc(Oc2ccccc2)cc1 (stereo not drawn)
→ i, -25%, 13, 3%, 1%, 8, -3%, 0.4
CC1=CN2C(=N)/C(=C/c3ccc([N+](=O)[O-])o3)C(=O)N=C2S1
→ i, -1%, -13, 25%, 0%, -3, 12%, 0.8
COc1ccccc1CCC(=O)N1CCC(n2nccc2NC(=O)CC(C)C)CC1
→ i, i, 8, 3%, 1%, 4, 2%, -0.9
CC(C)c1ccc(CNC(=O)C(=O)Nc2nccs2)cc1
→ i, i, 0, -2%, 3%, -6, 2%, -0.3
N#Cc1ccccc1S(=O)(=O)N1CCN(C(=O)[C@@H]2CCCN2C(=O)c2cccs2)CC1
→ i, i, 0, 10%, 0%, -3, -3%, 1.5
CC(C)CC(NC=C1C(=O)OC(C)(C)OC1=O)C(=O)O (stereo not drawn)
→ i, i, 39, -8%, 4%, 1, 5%, -1.3
CCC(Cc1ccccc1)NS(=O)(=O)c1c(C)nc2sccn2c1=O (stereo not drawn)
→ i, i, -11, 1%, u, -4, 4%, 0.2
C=CCN1C(=O)C2(OCCO2)c2cc(C)ccc21
→ i, -13%, -1, 3%, 0%, -2, -10%, -0.3
O=C(CN(CC1CCCO1)C(=O)CNS(=O)(=O)c1ccc(Cl)cc1)NCc1ccc(F)cc1 (stereo not drawn)
→ i, -24%, -7, 5%, -1%, -25, -5%, 0.9
CS(=O)(=O)Nc1cccc(C(=O)OCCCOc2ccc(F)cc2)c1
→ i, -19%, 3, 2%, 2%, 74*, -23%, -0.5
CCOc1ccc(NC(=O)CN(C)C(=O)c2cc(C)nc3ccccc23)cc1OCC
→ i, i, 0, 10%, -1%, 0, 12%, 1.1
Cc1ccc(C(=O)NCC(=O)N2CCN(S(=O)(=O)c3cccs3)CC2)s1
→ i, i, 12, 0%, -3%, -10, 13%, 0.7
O=C(Cc1coc2cc3c(cc12)CCC3)OCC(=O)N1CCCC1=O
→ i, -13%, u, 15%, 0%, -2, 16%, 2.0
Clc1cccc(CN2CCCCCC2)c1
→ i, i, 0, 2%, 1%, -3, 4%, -5.2
CCc1ccc(Nc2ncc3c(n2)CC(c2ccco2)CC3=O)cc1 (stereo not drawn)
→ i, i, 20, -13%, 0%, 5, 9%, -3.1
COc1ccccc1C(=O)N/C(=C/c1ccc2c(c1)OCO2)C(=O)Nc1ccc(C(=O)O)cc1
→ i, i, -19, 9%, 2%, -8, -5%, -6.6
O=C1CSC(=Nc2ccccc2)N1Cc1ccccc1
→ i, -11%, -19, 21%, -3%, -6, u, -4.8
Cc1csc(NC(=O)CSc2nnc(NC(=O)NC(C)(C)C)s2)n1
→ i, i, 20, 0%, -1%, 2, 19%, 1.4
COc1cc(OC)cc(C(=O)NC(C(=O)Nc2ccc3c(c2)OCO3)C(C)C)c1 (stereo not drawn)
→ i, i, 20, 16%, 1%, -1, -6%, 1.0
Fc1ccccc1-c1nnc2n1N=C(c1ccc(OC(F)F)c(OCC3CC3)c1)CS2
→ x, -7%, x, -3%, 0%, x, 6%, x
S=C(Nc1ccccc1)Nc1ccc2cn[nH]c2c1
→ i, i, -15, -3%, 1%, -10, 1%, 1.2
Cn1c(=O)c2c(nc(Oc3ccc4ccccc4c3)n2C)n(C)c1=O
→ i, i, -11, 8%, 0%, 14, 4%, -2.8
COc1cccc(NC(=O)c2ccc(Cn3cc([N+](=O)[O-])cn3)o2)c1
→ i, -17%, 1, 9%, -1%, -8, -10%, -6.3

Some values from the results shown:
D3 antag result of `O=C(CN(CC1CCCO1)C(=O)CNS(=O)(=O)c1ccc(Cl)cc1)NCc1ccc(F)cc1` (stereo not drawn) → -7
DRD3 agonist result of `Cn1c(=O)c2c(nc(Oc3ccc4ccccc4c3)n2C)n(C)c1=O` → 14

Continued.
The line under a structure holds: Akt phos inh, PTHR1 ag, D3 antag, EPAC2 agonist, MmCpn inh, DRD3 agonist, EPAC2 antagonist, CCT chaperon mod
CCCC(=O)N1CCC1(C)C(=O)NS(=O)(=O)c1ccc(C(C)(C)C)cc1 (stereo not drawn)
→ i, -5%, -4, 0%, x, -12, 1%, -0.5
Cc1cc(N2C(=O)C3C4CC(c5ccccc5)C(C4)C3C2=O)no1 (stereo not drawn)
→ i, -2%, 5, 4%, -5%, 0, 0%, 2.3
COC(=O)c1ccc(-n2nnnc2SCC(=O)NCc2cccc(C(=O)O)c2)cc1
→ i, i, 8, -5%, -2%, -5, 1%, 0.0
NC(=S)NN=C1c2cc(OCCN3CCOCC3)ccc2-c2ccc(OCCN3CCOCC3)cc21
→ i, -56%[inhibitor], 2, 3%, 0%, 5, -6%, -2.2
FC(F)(F)c1cccc(-c2nc(COc3ccc(Cl)cc3Cl)no2)c1
→ i, -21%, -13, 0%, 0%, 10, -18%, -4.2
O=C1CC(SCCc2nc3ccccc3[nH]2)C(=O)N1c1ccc(F)cc1 (stereo not drawn)
→ i, i, -8, 17%, -14%, -2, -3%, -0.2
COc1ccccc1NC(=O)c1cc2c(cc1Cl)N1CCCCCC1=NS2(=O)=O
→ i, i, 18, 2%, 1%, 4, -2%, -3.0
O=C(NC1CCCN(Cc2ccc(Cl)cc2)C1)c1cnc2ccccn2c1=O (stereo not drawn)
→ i, -39%[inhibitor], 3, -2%, -2%, -27, -8%, -1.3
COc1ccc(/C=C/C(=O)OCC(=O)NC2CCCCCC2)cc1OC
→ i, i, 0, -6%, 0%, 6, -1%, -0.9
CN(CC(=O)Nc1ccc(SC(F)F)cc1)C1CCCCC1
→ i, i, -28, -2%, -2%, -14, -6%, -2.6
COc1ccccc1NS(=O)(=O)c1ccc2oc(SCC(=O)N3CCNC3=O)nc2c1
→ i, -22%, 6, 12%, 2%, -5, -8%, -0.3
CC(C)(C)c1nnc2sc(SCC(O)=C(C#N)c3nc4ccccc4[nH]3)nn2c1=O
→ i, -2%, 3, -5%, x, 6, 22%, -5.4
Cc1cc(C)c(C(=O)CC(=O)c2ccccc2Cl)c(O)c1
→ i, -17%, -64*, 10%, -4%, -12, -14%, -4.0
CCOC(=O)c1c(CN2CCN(C)CC2)n(C)c2cc(Br)c(OC)cc12
→ i, i, u, 0%, -19%, -58, -3%, -0.4
O=C(O)CCc1nn2c3ccccc3n(CC(=O)c3cccs3)c2nc1=O
→ i, i, -6, -2%, -11%, 2, -5%, -11
O=S(=O)(Nc1ccc(Cl)cc1)c1cccc2cccnc12
→ i, -12%, 11, -1%, 3%, 10, -22%, -22
CCN(CC)CCNC(=O)C(C)c1nn(C)c(=O)c2ccccc12 (stereo not drawn)
→ i, i, -4, -7%, 2%, 4, 1%, -0.9
O=C(CSc1nnnn1-c1ccccc1)Nc1ccc(Cl)cc1
→ i, i, 13, -1%, x, -2, 7%, -1.2

Screens deposited in PubChem BioAssay by National Center for Advancing Translational Sciences (NCATS).

The list is partial (hit frequency here may not be typical).
